From PubChem BioAssay
APEX1 inh: blocks human APE1 abasic DNA cleavage; recombinant APE1, TAMRA/BHQ-2 abasic DNA cleavage fluorescence; Potency, µM (doses to about 65.8 µM), without a hit: at the highest dose activity change, negative = inhibition, hits mostly inhibitors; 0.35% of 350,000 active;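 note: plate controls were vehicle for no effect and reference inhibitor for full effect; nearly all actives have a fitted effect of over 55% in size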
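Measures dequenching upon AP-site incision of a 5'-TAMRA/3'-BHQ-2 THF-containing duplex, 50 nM; human APE1 0.75 nM after 15 min room-temperature exposure to compound; kinetic three-point read at one-minute spacing.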
BLM inh: blocks DNA unwinding by human BLM helicase; P54132; recombinant BLM DNA unwinding, fluorescence dequenching; Potency, µM (series often up to 56.1 µM), inactives show at the top dose activity change, negative = inhibition, usual class: inhibitors; 0.2% of 350,000 active; AID 2528;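 note: plate controls were vehicle for no effect and no enzyme for full effect; nearly all actives have a fitted effect of over 35% in size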
G9a inh: inhibitors of human histone lysine methyltransferase G9a | 8.8% of 350,000 active | Potency, µM (highest dose often 102 µM), inactives show at the highest dose activity, negative = inhibition, actives largely listed as inhibitors | Q96KQ7 | G9a H3K9 monomethylation, AlphaScreen, 2 h; note: % is set by controls: 0 for no effect and ±100 for the full control effect; nearly all actives have a fitted effect of over 75% in size
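Step 1: enzyme (final 20 nM) with compound, 15 min RT. Step 2: substrate peptide 500 nM and SAM 20 uM, 2 h RT. Step 3: anti-H3K9me1 antibody and AlphaScreen beads, 10 min, then plate read.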
POLB inh: inhibitors of human DNA polymerase beta | 1.3% of 340,000 active | Pol beta primer extension/strand displacement, fluorescence kinetic | P06746 | Potency, µM (series often up to 114 µM), without a hit: at the top dose activity change, negative = inhibition, usual class: inhibitors | AID 485314; note: % is set by controls: 0 for no effect and ±100 for the full control effect
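Curves were derived by four-parameter Hill fits of normalized qHTS data. The kinetic fluorescent primer-extension read was taken at 0 and 10 min after 50 nM substrate, following a 15 min room-temperature preincubation of 10 nM enzyme with compounds.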
POLH inh: DNA polymerase eta (human) inhibition; Q9Y253; recombinant Pol eta, fluorescent DNA replication assay; Potency, µM (series often up to 114 µM), for inactives: at the highest dose activity change, negative = inhibition, actives largely listed as inhibitors; 1.2% of 390,000 active; AID 588591; note: % is set by controls: 0 for no effect and ±100 for the full control effect
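Fluorescent replication assay: 50 nM final substrate added after a 15 min room-temperature compound preincubation with 10 nM enzyme. Signal taken at 0 min and again at 10 min.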
JMJD2A Tudor inh: inhibitors of human JMJD2A Tudor domain. O75164. AlphaScreen JMJD2A-Tudor / H3K4me3 peptide binding. Potency, µM (doses to about 114 µM), inactives show at the highest dose activity change, negative = inhibition, usual class: inhibitors. 4.4% of 390,000 active. AID 504339; note: % is set by controls: 0 for no effect and ±100 for the full control effect; nearly all actives have a fitted effect of over 50% in size
POLK inh: blocks human DNA polymerase kappa activity; Q9UBT6; purified Pol kappa, fluorescent DNA synthesis assay, 10 min; Potency, µM (series often up to 107 µM), without a hit: at the highest dose activity, negative = inhibition, actives largely listed as inhibitors; 0.53% of 400,000 active; AID 588579; note: % is set by controls: 0 for no effect and ±100 for the full control effect
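Kinetic fluorescence readout at 0 and 10 min followed reaction start with substrate at 50 nM final. Beforehand, enzyme (10 nM Pol kappa) stood 15 min with compound at room temperature; buffer-only wells were negative controls.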
Pol iota inh: inhibitors of human DNA polymerase iota. Pol iota fluorescent replication assay, 10 min. Potency, µM (top dose mostly 115 µM), inactives show at the highest dose activity, negative = inhibition, actives largely listed as inhibitors. 1% of 390,000 active. AID 588590
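Fluorescent replication assay read twice, at 0 min and 10 min after adding 50 nM (final) substrate. Enzyme (10 nM) and compounds were first incubated 15 min at room temperature; enzyme-free buffer wells were negative controls.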
BAZ2B inh: BAZ2B (human) inhibition; Q9UIF8; AlphaScreen BAZ2B-H3K14Ac peptide displacement; 4.4% of 360,000 active; Potency, µM (highest dose often 114 µM), without a hit: at the highest dose activity change, negative = inhibition, hits mostly inhibitors; note: % is set by controls: 0 for no effect and ±100 for the full control effect; nearly all actives have a fitted effect of over 60% in size
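AlphaScreen displacement: compounds (up to 110uM) incubated 30 min at room temperature with a preformed 50 nM BAZ2B/50 nM biotinylated H3K14Ac peptide complex in PBS pH 7.4 with Tween-20. Donor and acceptor beads at 10 ug/mL final added, 20 min light-protected before reading.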
The depositor's hits bear a star; ? = inconclusive; . = no result given; & = joins results of further samples; ! = not confirmed by another sample; [ ] = remark or other dose. Calls come from the whole dose curve; as a rule, active = well fitted curve in the direction sought with a large enough effect; inconclusive = small, poorly fitted or top-dose-only effect, or another doubt; inactive = no such curve, though single readings can be large; an effect the other way counts as inactive or inconclusive. Potency is the fitted concentration of half-maximal effect.

Keys – A = APEX1 inh; B = BLM inh; C = G9a inh; D = POLB inh; E = POLH inh; F = JMJD2A Tudor inh; G = POLK inh; H = Pol iota inh; I = BAZ2B inh
> COc1cccc(CNC(=O)c2ccc3c(c2)nc2n3CCOC2)c1OC
  A = .; B = 2%; C = 0%[59 µM]; D = -12%; E = -15%; F = -18%; G = -7%[60.1 µM]; H = 13%; I = 1%
> Cn1c(=O)c2c(ncn2CC(=O)Nc2nc3ccc(F)cc3s2)n(C)c1=O
  A = -1%; B = -10%; C = ?; D = 27%; E = -1%; F = -9%; G = -3%; H = 19%; I = 1%
> S=c1[nH]nc(-c2cc(-c3ccccc3)n[nH]2)n1/N=C/c1c2ccccc2cc2ccccc12
  A = ?; B = -15%; C = ?; D = ?; E = ?; F = 40µM*; G = ?; H = 20µM*; I = ?
> COC(=O)Oc1nsnc1N1CCOCC1
  A = -1%; B = 0%; C = 2.8µM*; D = 6%; E = 7%; F = 89µM*; G = -3%; H = -6%; I = -5%
> CCc1cccc(OCCCCNCCOC)c1
  A = 12%; B = -3%; C = 7.9µM*; D = 10%; E = -7%; F = 7.1µM*; G = -2%; H = 10%; I = .
> NNC(=O)c1nc[nH]c1C(=O)Nc1ccccn1
  A = -1%; B = 11%; C = -31%; D = -2%; E = -13%; F = 2.8µM*; G = -9%; H = -4%; I = 2.5µM*
> Cc1ccc(NC(=O)C2=CC(c3ccc(C)cc3)=NS(=O)(=O)N2C)cc1
  A = 24%; B = -9%; C = 40µM*; D = 19%; E = -23%; F = ?; G = 6%; H = 4%; I = 1%
> COc1cccc(CC(=O)Nc2ccc3nc(Nc4cccc(C(F)(F)F)c4)cc(C)c3c2)c1
  A = .; B = -5%; C = 7%[59 µM]; D = 3%; E = -24%; F = -7%; G = -8%; H = 14%; I = 2%
> Cn1c(=O)c(-c2cc(=O)[nH][nH]2)c(O)c2ccccc21
  A = -8%; B = 0%; C = -28%; D = ?; E = -8%; F = 35µM*; G = -29%; H = 73%[activator]; I = 56µM*
> COc1ccc(CCNS(=O)(=O)c2cccc(F)c2)cc1OC
  A = 15%; B = -2%; C = -50%[12.7 µM]; D = 11%; E = -2%; F = -8%; G = -8%; H = -1%; I = 12%
> COc1ccc(C(=O)NC2CCCc3c2cnn3-c2ccc(C)c(C)c2)c(OC)c1OC (configuration not stated)
  A = -24%; B = -5%; C = .; D = -18%; E = -2%; F = -25%; G = 10%; H = 3%; I = -16%
> CCN1CCN(C(=O)c2ccc3c(c2)N(Cc2cc(C)ccc2C)C(=O)c2ccccc2S3(=O)=O)CC1
  A = .; B = -2%; C = -8%[59 µM]; D = 2%; E = .; F = -29%; G = -6%; H = 14%; I = ?
> CCN(CC)S(=O)(=O)c1ccc(N2CCOCC2)c(NC(=O)c2cccc3c(=O)c(C)c(-c4ccccc4)oc23)c1
  A = .; B = .; C = .; D = .; E = -2%; F = -17%; G = -6%; H = ?; I = .
> COc1ccc(/C=N/NC(=O)Cn2cnc3ccccc3c2=O)cc1OC
  A = -2%; B = 2%; C = -1%; D = -26%; E = -24%; F = 10%; G = -4%; H = 145%[activator]; I = -29%
> O=C(CCS(=O)(=O)c1ccc(F)cc1)Nc1ccc(N2CCN(Cc3ccccc3)CC2)cc1
  A = 25%; B = .; C = ?; D = .; E = -21%; F = -21%; G = -12%; H = 18%; I = -7%
> O=C(Nc1ccc(F)c(Cl)c1)C1CCN(S(=O)(=O)c2ccc3c(c2)CCCN3C(=O)C2CCC2)CC1
  A = .; B = -6%; C = 3%[59 µM]; D = 18%; E = -16%; F = ?; G = -5%[60.1 µM]; H = 38%[activator]; I = 3%
> COc1cccc(NC(=O)c2ccc(-c3ccccc3[N+](=O)[O-])o2)c1
  A = 2%; B = -5%; C = ?; D = -1%; E = 17%; F = -27%; G = -17%; H = 6%; I = ?
> O=C1CC(C(=O)O)S/C(=N\NC(=O)c2ccccc2)N1 (configuration not stated)
  A = 3%; B = 0%; C = ?; D = -19%; E = -12%; F = 1.4µM*; G = -5%; H = 27%; I = 50µM*
> C=CCn1c(SCc2ccccc2)nc(O)cc1=O
  A = 0%; B = -8%; C = 23%[59 µM]; D = 4%; E = -10%; F = -2%; G = -15%; H = 23%; I = 1%
> COc1ccc(C(NC=O)c2cc(OC)c(OC)cc2Br)cc1OC (configuration not stated)
  A = -2%; B = 0%; C = 5%[59 µM]; D = -9%; E = -12%; F = -14%; G = -10%; H = 30%; I = -5%

Fetched by structure from above:
Keys – A = APEX1 inh; B = BLM inh; C = G9a inh; D = POLB inh; E = POLH inh; F = JMJD2A Tudor inh; G = POLK inh; H = Pol iota inh; I = BAZ2B inh
> COc1cccc(NC(=O)c2ccc(-c3ccccc3[N+](=O)[O-])o2)c1
  A = 2%; B = -5%; C = ?; D = -1%; E = 17%; F = -27%; G = -17%; H = 6%; I = ?
> CCN(CC)S(=O)(=O)c1ccc(N2CCOCC2)c(NC(=O)c2cccc3c(=O)c(C)c(-c4ccccc4)oc23)c1
  A = .; B = .; C = .; D = .; E = -2%; F = -17%; G = -6%; H = ?; I = .
> COc1ccc(C(NC=O)c2cc(OC)c(OC)cc2Br)cc1OC (configuration not stated)
  A = -2%; B = 0%; C = 5%[59 µM]; D = -9%; E = -12%; F = -14%; G = -10%; H = 30%; I = -5%

(more compounds)
Keys – A = APEX1 inh; B = BLM inh; C = G9a inh; D = POLB inh; E = POLH inh; F = JMJD2A Tudor inh; G = POLK inh; H = Pol iota inh; I = BAZ2B inh
> COc1cc(C(=O)OCC(=O)Nc2ccc(S(=O)(=O)NC3=NCCCCC3)cc2)cc(OC)c1OC
  A = 37%; B = .; C = .; D = .; E = -2%; F = -15%; G = -6%; H = -10%; I = .
> FC(F)(F)c1cc(-c2ccccc2)nc2nc(N3CCOCC3)sc12
  A = 18%; B = -2%; C = -7%[59 µM]; D = 27%; E = -7%; F = -17%; G = 7%; H = 81%[activator]; I = -6%
> Cc1ccccc1C(=O)N1CCC(C(=O)NC(C)c2ccc(-n3ccnc3)cc2)CC1 (configuration not stated)
  A = 17%; B = -1%; C = 17%; D = 33%; E = -7%; F = -10%; G = 1%; H = 17%; I = -21%
> C=CCN(c1ccccc1)S(=O)(=O)c1cccc(C(=O)Nc2cccc(C)n2)c1
  A = -13%; B = .; C = 5%; D = .; E = -10%; F = -1%; G = -16%; H = -10%; I = 12%
> C/C(=N/Nc1ncc(C(F)(F)F)cc1Cl)c1ccncc1
  A = 3%; B = -1%; C = 24%; D = 3%; E = -5%; F = -2%; G = 8%; H = ?; I = 28%
> COc1ccc(Br)cc1C(=O)NC(=S)Nc1ccc2[nH]c(=O)[nH]c2c1
  A = 6%; B = -7%; C = 20%; D = 34%; E = -19%; F = -16%; G = -4%; H = 37%[activator]; I = 2%
> CN(C)S(=O)(=O)c1ccc(C(=O)Nc2ccc3nc(N4CCOCC4)sc3c2)cc1
  A = 7%; B = .; C = .; D = .; E = -17%; F = -9%; G = -15%; H = 12%; I = .
> COc1ccc(NC(=O)C2CCN(c3nc(C)nc4c3CCC4)CC2)cc1
  A = 1%; B = 2%; C = 7%; D = 15%; E = -2%; F = -10%; G = -8%; H = 13%; I = 3%
> Cc1cccc2nc(CSc3nncn3-c3ccccc3)cn12
  A = 1%; B = 1%; C = 40µM*; D = -14%; E = -17%; F = -15%; G = 8%; H = -3%; I = -9%
> COc1cc(NC(=O)Cn2cnc3c(SC)nc(N)nc32)cc(OC)c1OC
  A = 37%; B = .; C = .; D = .; E = -13%; F = -8%; G = 15%; H = 10%; I = .
> CCOC(=O)C1CCN(C(=O)COc2ccc(Br)cc2C)CC1
  A = -1%; B = -2%; C = 1%; D = 20%; E = -16%; F = -19%; G = -13%; H = 32%[activator]; I = -25%
> Cc1ccc(N2CC(C(=O)NC(C)CCc3ccccc3)CC2=O)cc1 (configuration not stated)
  A = 5%; B = -3%; C = .; D = -7%; E = -10%; F = -6%; G = 9%; H = 48%[activator]; I = 2%
> CCC(C)[C@H](NC(=O)NCc1cccs1)C(=O)OC (some centres not stated)
  A = 2%; B = -2%; C = -2%[59 µM]; D = -3%; E = -4%; F = -11%; G = -13%; H = 10%; I = 7%
> O=C(O)COc1ccc(F)cc1Br
  A = 1%; B = -4%; C = .; D = -15%; E = -21%; F = 1%; G = 4%; H = 3%; I = -1%
> O=C(NCC(c1ccco1)N1CCCC1)c1ccc(S(=O)(=O)Nc2ccccc2Cl)cc1 (configuration not stated)
  A = 17%; B = .; C = 16%[12.7 µM]; D = .; E = ?; F = -27%; G = 79µM*; H = ?; I = 1%
> COc1ccc(CNC(=O)Cn2cnc3c(NCc4ccccc4)ncnc32)cc1
  A = -1%; B = .; C = .; D = .; E = 0%; F = -22%; G = -4%; H = 4%; I = .
> CCC(=O)NNc1ncnc2c1cnn2C
  A = 7%; B = 0%; C = 1%; D = 20%; E = -11%; F = -9%; G = -9%; H = 61%[activator]; I = -19%
> CC(=O)N/N=C/c1ccccc1OCCOc1cccc(C)c1
  A = 25%; B = -4%; C = 29%; D = -9%; E = -17%; F = -1%; G = -3%; H = 10%; I = -1%
> O=[N+]([O-])c1ccc(N=Nc2ccc(O)cc2O)cc1
  A = 1%; B = -7%; C = 40µM*; D = ?; E = -11%; F = -8%; G = -5%; H = -1%; I = 32µM*
> N=C(N)c1ccc(N)cc1
  A = 19%&-1%; B = .; C = 1µM*!; D = -3%[57.1 µM]; E = -8%; F = -2%; G = -5%[60.1 µM]; H = -13%; I = -1%
> Cc1c(NC(=O)COC(=O)c2ccc(O)cc2)c(=O)n(-c2ccccc2)n1C
  A = -4%; B = .; C = ?; D = .; E = -10%; F = -13%; G = -1%; H = -1%; I = 38%[activator]
> O=S(=O)(c1ccc(NC(=S)NN=C(Cc2ccccc2)Cc2ccccc2)cc1)N1CCOCC1
  A = 11%; B = -2%; C = .; D = 2%; E = -17%; F = -9%[11.4 µM]; G = -1%; H = 70%[activator]; I = 50µM*
> Cc1ccsc1C(=O)NNC(=O)c1cccc(S(=O)(=O)N2CCCC2)c1
  A = 14%; B = .; C = 13%[59 µM]; D = .; E = -12%; F = -9%; G = -3%; H = 27%; I = 5%
> Cc1ccc(CNC(=O)Cn2cnc3c(NCc4ccccc4)ncnc32)o1
  A = 4%; B = .; C = .; D = .; E = 0%; F = -21%; G = 1%; H = 5%; I = .
> Cc1csc(NC(=O)NCC2CCCC(CNC(=O)Nc3nc(C)cs3)C2)n1 (configuration not stated)
  A = -11%; B = -8%; C = 14µM*; D = 1%; E = -12%; F = -29%; G = 4%; H = -9%; I = -30%

These rows are one share of the data. The share of hits here may be higher or lower than overall.
